# Assay outcomes (PubChem)
# D2 PAM: HTS Assay for Positive Allosteric Modulators of the Human D2 Dopamine Receptor: Primary Screen for Potentiators. HEK293 T-REx D2, calcium flux, EC20 dopamine potentiation. 0.34% of 340,000 active. D(2) dopamine receptor (Homo sapiens), P14416. potentiation, % at 10 µM;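 active = potentiation over 3 SD above the plate norm, cut at about 30% in these data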; also: 0% is about no effect
#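 Primary screen. Calcium kinetics in induced HEK293 T-REx D2 cells: compound pre-addition 180 s, EC20 dopamine, 180 s more.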
# D1 potentiator: Potentiators of Human D1 Dopamine Receptor: qHTS | D(1A) dopamine receptor (Homo sapiens), P21728 | HEK293 TREx D1 cells, calcium flux, dopamine EC20 potentiation | potentiation, % at 10 µM | 0.036% of 360,000 active | AID 504651, 2011; in the data active = potentiation above about 30%; also: 0% is about no effect
# Target sequence (P21728 whole entry, looked up): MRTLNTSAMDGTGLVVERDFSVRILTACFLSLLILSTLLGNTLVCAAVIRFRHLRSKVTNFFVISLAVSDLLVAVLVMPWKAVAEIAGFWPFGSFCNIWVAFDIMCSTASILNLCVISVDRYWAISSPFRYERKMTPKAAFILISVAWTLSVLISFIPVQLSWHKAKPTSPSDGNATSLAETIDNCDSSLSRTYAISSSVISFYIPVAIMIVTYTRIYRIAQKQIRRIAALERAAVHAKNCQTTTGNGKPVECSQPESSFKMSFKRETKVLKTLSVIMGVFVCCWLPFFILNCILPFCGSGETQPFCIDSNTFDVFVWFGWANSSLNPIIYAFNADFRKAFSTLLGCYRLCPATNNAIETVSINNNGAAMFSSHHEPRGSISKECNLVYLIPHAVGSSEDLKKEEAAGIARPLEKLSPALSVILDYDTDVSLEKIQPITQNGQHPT
# TRHR agonist: qHTS for Small Molecule Agonists and Allosteric Enhancers of Human TRH Receptor: Primary Screen for Agonists. Thyrotropin-releasing hormone receptor (Homo sapiens), P34981. TRHR cells, calcium flux fluo-8, FDSS agonist mode. activation, % at 2 µM. 0.18% of 360,000 active. AID 493084, 2011; also: 0% is about no effect
# Target sequence (P34981 whole entry, looked up): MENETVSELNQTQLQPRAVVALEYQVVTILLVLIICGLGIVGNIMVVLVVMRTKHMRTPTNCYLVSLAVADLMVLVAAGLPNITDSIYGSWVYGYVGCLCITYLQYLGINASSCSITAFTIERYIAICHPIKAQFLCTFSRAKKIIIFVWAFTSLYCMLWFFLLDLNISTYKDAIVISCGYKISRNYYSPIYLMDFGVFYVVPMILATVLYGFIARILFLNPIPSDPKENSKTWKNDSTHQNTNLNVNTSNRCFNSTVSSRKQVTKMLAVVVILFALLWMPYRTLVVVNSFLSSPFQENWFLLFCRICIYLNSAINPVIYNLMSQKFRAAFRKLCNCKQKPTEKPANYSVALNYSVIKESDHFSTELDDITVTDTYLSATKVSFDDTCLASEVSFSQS
#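 TRHR-expressing cells, plated overnight in medium with 10% serum, were loaded with fluo-8 calcium dye at room temperature. After a 10 s baseline, library compound was pin-added and calcium release was recorded kinetically (ex 480/em 530) as agonist response.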
# D2 antagonist: HTS Assay for Allosteric Antagonists of the Human D2 Dopamine Receptor: Primary Screen for Antagonists | D(2) dopamine receptor (Homo sapiens), P14416 | HEK293 TREx D2 cells, calcium flux, dopamine EC80 | inhibition, % at 10 µM | 2% of 340,000 active | AID 485344, 2010; in the data active = inhibition above about 30%; also: 0% is about no effect
#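 Inhibition of EC80 dopamine-driven calcium flux, recorded kinetically, defines activity here; cells are a tetracycline-induced HEK293 T-REx line expressing force-coupled D2.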
# TRHR PAM: qHTS for Small Molecule Agonists and Allosteric Enhancers of Human TRH Receptor: Primary Screen for Enhancers. TRHR cells, fluo-8 calcium fluorescence, EC20 TRH enhancement. AID 493056, 2011. enhancement, % at 2 µM. 0.66% of 360,000 active; in the data active = enhancement above about 30%; also: 0% is about no effect
#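 TRHR-expressing cells loaded with fluo-8 calcium dye were read kinetically (ex 480/em 530) during compound addition, then stimulated with an EC20 of TRH (10 nM final). Enhancement of the Gq-mediated intracellular calcium response was scored.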
# D1 agonist: Allosteric Agonists of the Human D1 Dopamine Receptor: qHTS | 1% of 360,000 active | HEK293 T-REx D1 cells, calcium flux, agonist mode | D(1A) dopamine receptor (Homo sapiens), P21728 | AID 504660, 2011 | activation, % at 2 µM; also: 0% is about no effect
#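 Tetracycline-induced HEK293 TREx D1 cells, force-coupled to calcium signalling, were dye-loaded with a no-wash calcium kit. Compound was pin-added after a 10 s baseline. Fluorescence was read kinetically at 1 cycle/s for 180 s, with calcium rises flagged as agonism.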
# D2 agonist: HTS Assay for Allosteric Agonists of the Human D2 Dopamine Receptor: Primary Screen for Agonists. HEK293 T-REx D2 cells, calcium flux agonist mode. D(2) dopamine receptor (Homo sapiens), P14416. activation, % at 2 µM. 0.53% of 340,000 active;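 active = activation over 3 SD above normal in the single-dose calcium agonist read, cut at about 30% in these data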; also: 0% is about no effect
#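 Tetracycline-induced HEK293 T-REx cells with force-coupled D2 receptor, plated overnight at 30 C, loaded with no-wash calcium dye. After a 10 s baseline, compound was pin-added and calcium flux read kinetically for 180 s; calcium rises flagged agonists.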
# RXFP1 antag: qHTS Assay for Antagonists of the Relaxin Receptor RXFP1; AID 1259400, 2018; 0.59% of 350,000 active; HEK293-RXFP1, relaxin-stimulated cAMP HTRF, 30 min; hits give low values; activity change, negative = inhibition, % at 57.5 µM; Relaxin receptor 1 (Homo sapiens), Q9HBX9;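 active = activity change of -60% or lower, but not beyond a set lower limit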; also: % is scaled to controls: 0 for no effect and ±100 for the full control effect
# D1 antag: Antagonist of Human D 1 Dopamine Receptor: qHTS; AID 504652, 2011; 3.2% of 360,000 active; HEK293 TREx D1 cells, calcium flux, dopamine EC80; hits give low values; activity change, negative = inhibition, % at 10 µM; in the data active = activity change below about -30%; also: % is scaled to controls: 0 for no effect and ±100 for the full control effect
#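 HEK293 T-REx cells expressing inducible, force-coupled D1 receptor; no-wash Ca dye, 30–90 min RT. Cmpd → 180 s read at 1 Hz → EC80 DA → 180 s read.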
# * hit, by the source's call; . = no result given. Rule as the data show it, unless noted: active = activation above about 30%; inactive = the rest.
SMILES,D2 PAM,D1 potentiator,TRHR agonist,D2 antagonist,TRHR PAM,D1 agonist,D2 agonist,RXFP1 antag,D1 antag
Fc1ccc(CN2CCCCCC2)c(F)c1,-2.7,-5.8,0.3,6.6,3.1,-0.9,-0.4,-0.9,4.7
COc1ccc(-c2cc(C(=O)N3CCCC3)c3ccccc3n2)cc1,-5.3,-2.5,-0.2,-17.3,-6.8,-0.5,-0.1,20.0,11.6
O=C(O)C1C2CCC(O2)C1C(=O)Nc1cccc(Cl)c1 (configuration not stated),4.6,-6.5,2.0,-5.8,-5.4,-0.1,0.4,7.0,-11.9
CC1CCCCN1CCNC(=O)C1CCCN(c2ncnc3c2nc2n3CCCCC2)C1 (configuration not stated),-0.3,-6.0,-0.1,17.5,-6.5,-0.3,0.1,8.7,-5.0
COCCCNC(=O)CCn1nc(-c2ccc(Cl)cc2)ccc1=O,-14.4,-4.8,-0.4,6.7,-5.8,0.4,-0.1,1.0,-5.4
CCc1ccc(/C=C/c2c[nH]c3ccccc23)[n+](CC)c1,7.4,-0.7,0.7,-21.2,0.4,1.1,0.8,0.9,-5.6
Cc1cc(NC(=O)CCC(=O)N(Cc2ccco2)C2(C(=O)NC3CCCC3)CCC(C)CC2)no1 (configuration not stated),4.3,-11.8,-1.3,-0.2,-6.7,2.7,-0.3,-0.7,-6.8
CCN(CC)S(=O)(=O)c1ccc(N2CC(C(=O)NCCC3=CCCCC3)CC2=O)cc1 (configuration not stated),-14.2,-2.8,-1.4,16.1,-6.7,4.6,-0.3,2.0,-6.8
CS(=O)(=O)N1CCC(C(=O)Nc2cc(Cl)cc(Cl)c2)CC1,.,-2.4,-0.4,-2.2,-7.4,3.2,0.4,-23.2,-5.3
Cc1ccc(C(=O)COC(=O)c2cc(-c3ccc(Cl)cc3)nc3ccccc23)cc1,.,-1.9,0.9,.,-1.3,1.3,-0.8,-16.1,-7.9
CCOC(=O)CCSc1cc(C)c2ccccc2n1,9.4,2.2,-0.2,-2.3,5.0,-1.3,-0.1,2.1,.
Cc1cc(C(C)(C)C)n2nc(C)c(-c3ccccc3)c2n1,-3.3,0.5,0.2,-6.1,21.9,2.4,0.5,17.5,7.7
COc1ccc(NC(C)=O)cc1NC(=O)c1cccc(S(=O)(=O)N2CCc3ccccc32)c1,-11.9,-4.0,-1.1,-14.2,8.6,0.0,0.1,10.4,-31.9*
CC(C)(Oc1ccc(Cl)cc1)C(=O)Nc1c2c(nn1C(C)(C)C)CS(=O)(=O)C2,6.6,-3.8,-0.4,-17.6,-5.4,-1.1,-0.1,.,1.5
Cc1c(NS(=O)(=O)c2ccc3c(c2)Cc2ccccc2-3)c(=O)n(-c2ccccc2)n1C,-5.6,-4.4,-0.5,-18.2,0.3,7.1,-0.1,-7.1,-10.5
CC1CCCCN1C(=O)Cn1c(=O)oc2ccccc21 (configuration not stated),-1.4,-5.7,0.8,1.3,-2.4,-0.9,0.4,1.0,-10.2
C(=N\Nc1nc(-c2ccccn2)nc2ccccc12)/c1ccccc1,.,4.9,0.7,.,-7.1,3.6,.,.,-1.5
COc1cccc(CNC(=O)N2CCC(CN3CCC(C)CC3)CC2)c1,9.5,-3.8,0.1,.,1.3,2.2,0.5,0.3,5.0
O=C(Nc1ccc(Oc2ccccc2)cc1)C1CCN(c2c3c(nc4ncnn24)CCC3)CC1,-9.0,-8.2,0.4,12.2,-3.3,0.9,0.7,-15.0,-14.5
CN1CCN(c2ccc(NC(=O)c3cc(Cl)c4c(c3)OCCO4)cc2)CC1,-4.2,0.1,-0.5,-8.4,14.9,4.7,-0.2,-9.1,-12.4
CC(C)Cn1c(-c2ccc(Br)cc2)c[nH]c1=S,7.8,-11.9,0.0,8.8,4.4,42.8*,0.1,-16.2,41.3
C=CCc1ccc(OCC(O)CN2CCC(Cc3ccccc3)CC2)c(OC)c1 (configuration not stated),-23.3,-8.3,0.3,41.2*,-1.8,14.2,26.4,-16.8,-10.9
COc1cc2c(cc1O)[C@@H]1Cc3cc(O)c(OC)cc3[C@H](C2)N1C,3.0,1.1,0.7,6.8,-1.2,1.0,-0.2,.,-4.5
CCOC(=O)c1c(N)nn(C(=O)c2ccccc2F)c1-c1ccc(OC)cc1,10.6,-3.2,-0.4,6.7,7.0,1.7,0.7,-13.7,-6.3
Cc1ccc(CN2CCNC(=O)C2CC(=O)NCCCn2ncc3ccccc32)o1 (configuration not stated),5.3,-5.8,0.2,19.0,-5.9,2.0,0.3,9.5,-6.5
# The results go on.
SMILES,D2 PAM,D1 potentiator,TRHR agonist,D2 antagonist,TRHR PAM,D1 agonist,D2 agonist,RXFP1 antag,D1 antag
Cc1cc(C)c2c(n1)nn1c(NCCCn3ccnc3)cc(C)nc21,33.8*,-5.1,0.3,-16.7,1.3,2.8,0.3,.,4.9
CC(=O)c1ccc(N2CCN(S(=O)(=O)c3csc(C(N)=O)c3)CC2)cc1,-4.7,-6.9,0.3,-7.1,9.0,0.9,0.7,-1.1,7.2
Cc1ccc(NC(=O)c2c(Nc3ccccc3C)sc(C(=O)c3ccccc3)c2N)cc1,-0.2,-3.5,1.4,.,11.6,6.4,0.4,-33.8,1.2
COC(=O)c1ccc(/C=C(\C#N)C(=O)NC(C)c2ccccc2)cc1 (configuration not stated),10.0,3.5,-0.7,8.1,8.5,3.8,-0.8,-28.3,3.7
Cc1nnc2n1NC(c1ccc(Cl)cc1)C(C(=O)N(C)C1CCCCC1)S2 (configuration not stated),9.2,-3.2,-0.3,-9.7,1.3,1.0,-0.2,6.0,-8.6
Cc1ccc2cc(C(c3nnnn3C3CCCC3)N3CCN(c4ccc(F)cc4)CC3)c(=O)[nH]c2c1 (configuration not stated),4.3,0.8,0.4,26.9,2.0,0.5,0.6,-3.4,8.0
CC(C)(c1ccccc1)c1ccc(OCCn2cnc3ccccc3c2=O)cc1,-6.0,6.1,8.5,0.4,2.3,33.5*,2.2,-6.0,4.9
Cc1ccc(O)c(/C=N/NC(=O)C2=NNC(c3ccccc3)(c3ccccc3)C2)c1,-8.3,0.8,0.4,8.2,3.4,-0.1,1.6,.,-0.1
COc1ccc(N(C)S(=O)(=O)c2ccc3c(c2)oc(=O)n3C)cc1,-3.7,7.4,0.0,-1.7,0.3,4.5,0.3,-3.7,6.4
CC(=O)c1cc(-c2ccccc2)n(CC(=O)Nc2cccc(C)c2)c1C,-6.2,-4.1,-0.4,-13.7,-3.7,0.4,-0.9,0.9,-17.2
CC(C)(C)N(Cc1ccccc1)C(=O)CN1C(=O)c2ccccc2C1=O,2.9,-10.1,-0.3,.,-8.6,0.2,.,10.7,-3.9
CCN1CCN(C(CNS(=O)(=O)c2ccccc2)c2cccnc2)CC1 (configuration not stated),3.0,-7.5,0.3,6.4,6.0,0.7,1.1,-7.7,10.2
Cc1ccc(C(=O)N/C(=C/c2ccco2)C(=O)NCCc2c[nH]c3ccccc23)cc1C,.,-7.3,0.0,.,-4.9,2.9,.,-3.8,-15.7
O=c1oc2ccc3ccccc3c2cc1-c1nnc(Nc2cc(C(F)(F)F)ccc2Cl)s1,5.1,-0.1,0.0,.,-0.4,0.5,-0.2,4.9,10.4
CCc1cccc(NC(=O)CN(c2ccc(C)c(C)c2)S(=O)(=O)c2ccsc2C(=O)OC)c1,3.5,-4.8,0.8,.,5.5,3.5,0.4,-13.4,0.6
COc1ccc(C(=O)N/C(=C/c2cccs2)C(=O)NC(C)(C)C)cc1OC,-2.6,-6.8,0.2,3.6,-5.8,0.2,1.4,5.0,-3.9
Cc1coc2cc3oc(=O)c(CCC(=O)NCCCN4CCOCC4)c(C)c3cc12,-12.5,-8.1,-0.2,-22.8,-4.3,2.3,0.4,.,5.3
O=C1CCCN1c1ccc(S(=O)(=O)NCc2ccc(F)cc2)cc1,4.3,-2.2,0.2,1.4,-0.5,8.8,0.0,2.9,1.6
O=C(C1CC(c2ccccc2O)=NO1)N1CCCCC1 (configuration not stated),-8.6,-4.9,0.2,-4.7,2.1,7.8,0.5,-5.1,-2.9
Cc1cc(Nc2ccc(Cl)cc2)nc(N)n1,-5.3,8.8,-0.4,-0.6,8.5,3.5,0.0,-5.6,5.5
COc1cc(OC)cc(-c2nc3ccccc3c(=O)o2)c1,-2.2,5.2,0.2,17.2,1.3,-0.6,-1.3,-23.6,3.9
Cc1ccnc(NC(=O)CCC(=O)N(CC(=O)NCc2ccccc2)Cc2cccs2)c1,5.4,1.6,0.6,-23.6,-3.1,4.5,-0.4,-32.2,-28.9
O=C(CN1C(=O)c2cccnc2Oc2ccc(Cl)cc21)NCCCc1ccccc1,0.6,-2.9,-1.2,5.0,-10.6,2.8,-1.6,2.2,-6.9
CCOC(=O)N1CCN(c2c(NCC3CCCO3)c(=O)c2=O)CC1 (configuration not stated),1.4,.,0.6,13.6,1.1,6.7,0.5,.,-2.5
C#CCOCCOCCOCCNc1nc(N2CCN(C(=O)CCCCCCCCCCNC(=O)Cn3cc(CCCCCN)nn3)CC2)nc(N2CCN(C(=O)CCCCCCCCCCNC(=O)Cn3cc(C[C@@H](C)O)nn3)CC2)n1,15.5,42.5*,0.7,-2.4,0.4,25.7,-0.1,.,8.5
Cc1ccc(C(=O)COC(=O)c2ccc(Br)o2)cc1C,7.1,11.9,0.5,-3.4,0.7,5.7,-0.1,-2.8,2.1

# One compound at a time, from the list above.
# `Fc1ccc(CN2CCCCCC2)c(F)c1` across the screens: D2 PAM: -2.7; D1 potentiator: -5.8; TRHR agonist: 0.3; D2 antagonist: 6.6; TRHR PAM: 3.1; D1 agonist: -0.9; D2 agonist: -0.4; RXFP1 antag: -0.9; D1 antag: 4.7
# `C#CCOCCOCCOCCNc1nc(N2CCN(C(=O)CCCCCCCCCCNC(=O)Cn3cc(CCCCCN)nn3)CC2)nc(N2CCN(C(=O)CCCCCCCCCCNC(=O)Cn3cc(C[C@@H](C)O)nn3)CC2)n1` across the screens: D2 PAM: 15.5; D1 potentiator: 42.5*; TRHR agonist: 0.7; D2 antagonist: -2.4; TRHR PAM: 0.4; D1 agonist: 25.7; D2 agonist: -0.1; RXFP1 antag: .; D1 antag: 8.5

# D1 agonist, hit marks shown above.
Compound	D2 PAM	D1 potentiator	TRHR agonist	D2 antagonist	TRHR PAM	D1 agonist	RXFP1 antag	D1 antag
CC(C)Cn1c(-c2ccc(Br)cc2)c[nH]c1=S	7.8	-11.9	0.0	8.8	4.4	42.8*	-16.2	41.3
CC(C)(c1ccccc1)c1ccc(OCCn2cnc3ccccc3c2=O)cc1	-6.0	6.1	8.5	0.4	2.3	33.5*	-6.0	4.9
